High-throughput results from PubChem.
ARNT-TACC3 inh – ARNT/TACC3 interaction disruption. inhibition, % at 9.99 µM. AID 623870. Q9Y6A5. actives 0.66% (n = 390,000). AlphaScreen His-ARNT PAS-B/GST-TACC3 binding, luminescence; TACC3 fragment carries E629A point mutation;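 active means mean inhibition of replicates at least 50% and at least half of replicates each reaching 50%; inconclusive means half or more replicates reach 50% but mean below 50%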;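 further: 0% = complete ARNT plus TACC3 wells and 100% = ARNT alone without TACC3; many hits fall short of the cut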
ERp5 block – inhibitors of human ERp5; inhibition, % at 9.99 µM; Q15084; actives 0.05% (n = 350,000); ERp5 insulin aggregation, absorbance 650 nm, 90 min; AID 651711;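 active means mean replicate inhibition above about 25%, with every replicate also reaching it, limit read from the data, passing the limit was not always enough; inconclusive means only one of those two criteria met; inactive means neither criterion met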
Target sequence (Q15084 whole entry, looked up): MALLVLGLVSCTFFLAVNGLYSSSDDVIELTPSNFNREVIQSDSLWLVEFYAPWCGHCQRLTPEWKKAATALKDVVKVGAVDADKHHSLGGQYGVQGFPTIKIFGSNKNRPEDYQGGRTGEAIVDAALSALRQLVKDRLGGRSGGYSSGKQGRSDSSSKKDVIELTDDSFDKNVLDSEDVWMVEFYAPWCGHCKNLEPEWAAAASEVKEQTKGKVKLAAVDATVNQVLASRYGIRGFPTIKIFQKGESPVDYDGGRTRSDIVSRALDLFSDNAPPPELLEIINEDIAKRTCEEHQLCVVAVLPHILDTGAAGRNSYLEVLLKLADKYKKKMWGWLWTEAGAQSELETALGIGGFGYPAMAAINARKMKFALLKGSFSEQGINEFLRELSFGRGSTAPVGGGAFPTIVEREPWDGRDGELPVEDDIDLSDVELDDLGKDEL
EWS-Fli inh – inhibitors of EWS/Fli oncoprotein transcriptional activity; AID 651661; A673 NR0B1-luciferase reporter, viability-normalised; inhibition, % at 12.6 µM; actives 0.67% (n = 350,000);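 active means mean inhibition of at least 50% after viability correction, with every replicate also passing that limit; inconclusive means mean reaches 50% but only one of two replicates passes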;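 further: firefly luciferase signal divided by Alamar Blue viability fluorescence both relative to DMSO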
GSIS activator – GLuc luminescence reporter in INS-1E cells, primary screen for activators of glucose-dependent secretion of insulin. INS-1E GLuc reporter insulin secretion, 2-3 h. actives 0.61% (n = 370,000). activation, % at 16.6 µM;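 active means lowest replicate activation of at least 40%, so every replicate reaches that level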;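 further: 0% = median of neutral control wells and 100% = median of IBMX positive control wells; some compounds called inactive have numbers as strong as hits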
DENV2 CPE – inhibitors of DENV2 cytopathic effect; actives 1.7% (n = 350,000); CPE inhibition, % at 9.99 µM; AID 651640; DENV2-infected cells, cytopathic effect rescue, plate reader; in the data active means CPE inhibition above about 20%, passing the limit was not always enough; inconclusive means no clear call, values can overlap the other calls; tested in BHK-21 cells;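 further: 0% = median of neutral control wells and 100% = median of positive control wells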
F508del corr – CFTR F508del correction in bronchial cells; CFBE cells, YFP halide quenching; stimulated with forskolin plus potentiator P3; % fluorescence drop versus neutral controls; activity (quench increase), % at 7.58 µM; actives 0.36% (n = 350,000);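 active means mean added fluorescence quench of at least 8% versus neutral control, with both replicates also reaching 8%; inconclusive means only one of the mean or replicate conditions met; inactive means mean below 8% and not both replicates reaching 8%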;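 further: cells transiently co-express mutant CFTR-F508del with the halide-sensitive YFP; corrector assay measuring rescue of mutant channel to the surface after 24 h compound exposure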
PAX8 inh HTS – PAX8 transcriptional activity inhibition | RMG-I TPO-luciferase reporter, SteadyGlo, 24 h | inhibition, % at 12.6 µM | actives 1.2% (n = 360,000) | AID 652154;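 active means mean replicate inhibition at least 60% with every replicate also reaching 60%; inconclusive means only one of the two criteria is met; inactive means mean below 60% and not all replicates reaching 60%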;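 further: luciferase light reporting Pax8 driven TPO promoter activity; plate controls were median of neutral control wells for no effect and mitoxantrone controls for full effect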
Xi reactivation – reactivates the inactive X chromosome in mouse fibroblasts; XiGFP mouse fibroblasts, % GFP-positive cells imaging, 3 d; cells co-treated with 5-aza-dC sensitizer; scaled so ellipticine positive control = 100%; activation, % at 7.58 µM; actives 0.055% (n = 360,000);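 active means mean normalized replicate activation at least 10% and every replicate at or above 10%; inconclusive means only one of the two criteria met; inactive means mean below 10% and not all replicates reach 10%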;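 further: 0% = median of on-plate neutral control wells and 100% = ellipticine 6 µM median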
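Material: SV40-immortalized XiGFP fibroblast cells, line 68-5-11 | Buffer or medium: DMEM containing 5-aza-dC | Dosing: One concentration, pinned | Times: 3 d treatment, 15 min room-temperature fixation | Controls: Ellipticine 6 µM positive control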
Starred values were filed as active, the others as inactive; u = inconclusive; x = not tested or not shown; & = joins results of further samples.

entry	structure	ARNT-TACC3 inh	ERp5 block	EWS-Fli inh	GSIS activator
1	Cc1cc(OCC(=O)OCC(=O)N(Cc2ccccc2)C(C)(C)C)ccc1Cl	x	1	-3	16
2	CCC(=O)N1[C@@H](CO)[C@@H]2c3ccccc3N(C(=O)c3ccc4c(c3)OCO4)C[C@@H]21	-3	1	2	-3
3	COc1ccc(C)cc1NC(=O)c1nnn(Cc2cccc(C(F)(F)F)c2)c1N	-1	2	1	6
4	COc1ccc(NC(=O)c2ccc3c(c2)S(=O)(=O)c2ccccc2C3=O)cc1	0	3	-19	4
5	COc1cccc(C(O)c2nc(/C=C/c3ccc(C(F)(F)F)cc3)cs2)c1 (stereo not drawn)	x	6	0	-13
6	C[C@@H]1CCCCO[C@@H](CN(C)Cc2ccc(C(F)(F)F)cc2)[C@H](C)CN([C@H](C)CO)C(=O)c2cc(NC(=O)Nc3cccc4ccccc34)ccc2O1	-6	x	11	2
7	CCOc1ccccc1CNC(=O)Cn1c(=O)oc2ccccc21	-1	1	1	10
8	CC(=O)c1ccc2c(c1)N(Cc1ccccc1)C(=O)C(C)S2 (stereo not drawn)	x	-5	0	50*
9	O=C1[C@@H]2Cc3c([nH]c4ccccc34)C(c3ccccc3)N2C(=O)CN1C1CC1 (stereo partly drawn)	-3	5	14	-17
10	Cc1ccc(Nc2ncc3c(=O)[nH][nH]c(=O)c3n2)cc1	42	0	-2	x
11	CO[C@H](C(=O)N(C)C[C@@H]1OCc2ccccc2-c2c(n(C)c3ccccc23)C(=O)N([C@H](C)CO)C[C@@H]1C)c1ccccc1	x	-3	-10	15&-5
12	Cc1ccc(S(=O)(=O)N2[C@@H](c3ccccc3)C(C(=O)O)=CC[C@H]2c2ccc3c(c2)OCO3)cc1	-2	6	-7	-1

entry	DENV2 CPE	F508del corr	PAX8 inh HTS	Xi reactivation
1	-3	-1.2	8	0.0
2	-12	1.1	-5	0.0
3	x	4.1	-4	0.6
4	-18	1.2	3	0.1
5	-6	-3.0	6	0.0
6	14	0.9	-5	0.1
7	-2	-3.9	13	0.0
8	-4	-4.0	-15	-0.1
9	-1	0.9	8	0.0
10	-1	0.9	-8	-0.1
11	u	-1.0	0	0.2&0.7
12	15	-2.4	-4	0.0

One compound at a time (already shown):
`Cc1cc(OCC(=O)OCC(=O)N(Cc2ccccc2)C(C)(C)C)ccc1Cl` in the list: ARNT-TACC3 inh: x; ERp5 block: 1; EWS-Fli inh: -3; GSIS activator: 16; DENV2 CPE: -3; F508del corr: -1.2; PAX8 inh HTS: 8; Xi reactivation: 0.0
`Cc1ccc(Nc2ncc3c(=O)[nH][nH]c(=O)c3n2)cc1` in the list: ARNT-TACC3 inh: 42; ERp5 block: 0; EWS-Fli inh: -2; GSIS activator: x; DENV2 CPE: -1; F508del corr: 0.9; PAX8 inh HTS: -8; Xi reactivation: -0.1

Remaining list, next part.
entry	structure	ARNT-TACC3 inh	ERp5 block	EWS-Fli inh	GSIS activator
13	O=C(OCCN=C1NS(=O)(=O)c2ccccc21)C1CC(=O)N(c2ccc3ccccc3c2)C1 (stereo not drawn)	-1	-2	x	7
14	CCN(CC)c1ccc(/C=N/N2C(C)CCCC2C)c(O)c1 (stereo not drawn)	19	-7	-15	4
15	N#CCC(=O)N/N=C/c1ccc(SCC(=O)Nc2ccccc2)o1	-9	1	11	9
16	COc1cc(/C=N/NC(=O)c2cccc(NC(=O)c3ccccc3C)c2)ccc1O	13	0	3	-1
17	COc1cccc(NC(=O)C2CCOC2=O)c1 (stereo not drawn)	x	3	-15	-7
18	CO[C@@H](CN(C)S(=O)(=O)c1cccc(Cl)c1)[C@@H](C)CN([C@@H](C)CO)S(=O)(=O)c1ccc(Cl)cc1	7	1	-2	-35
19	COc1ccc(/C=C2/C(=O)N(c3cccc(F)c3)N=C2C)c(OC)c1	26	-2	-4	-2
20	COc1ccc(-c2cc(C(F)(F)F)nc(N)n2)cc1	-4	1	-78	37
21	CC(=O)Nc1ccc(C2=NN(c3ccccc3)C(c3ccccc3)C2)cc1 (stereo not drawn)	-13	0	-1	-1
22	CC1(NC(=S)NCCO)CCS(=O)(=O)C1 (stereo not drawn)	-13	x	x	-2
23	Cc1ccc(S(=O)(=O)Nc2ccc3c(c2)C(=O)N([C@H](C)CO)C[C@H](C)[C@H](CN(C)S(=O)(=O)c2ccc(Cl)cc2)OCCCC[C@H](C)O3)cc1	-3	x	18	18
24	O=c1nc(-c2ccccc2)c(-c2ccccc2)n[nH]1	8	3	7	-41

entry	DENV2 CPE	F508del corr	PAX8 inh HTS	Xi reactivation
13	x	x	17	x
14	-1	-3.1	-11	0.0
15	-1	-1.4	17	0.0
16	-1	0.6	-11	0.2
17	u	-33	-7	0.2
18	2	-0.1	27	0.0
19	37*	3.6	-15	0.2
20	7	1.4	-5	-0.1
21	-1	-0.3	13	0.0
22	x	x	-1	1.1
23	-15	1.8	66*	-0.1
24	7	1.2	15	0.0

(continued)
entry	structure	ARNT-TACC3 inh	ERp5 block	EWS-Fli inh	GSIS activator
25	CCOC(=O)c1c(S(=O)(=O)Nc2ccc(C)cn2)c(C)n(C)c1C	2	4	x	2
26	Cc1ccc2[nH]c(=O)c(CN(CC3COCCO3)C(=O)Nc3ccccc3F)cc2c1 (stereo not drawn)	-3	1	-4	10
27	COc1cccc(OCCNC(=O)Nc2cc(F)c(F)cc2Cl)c1	0	3	-11	-8
28	CN(C)CC(=O)N1[C@H](CO)[C@@H](c2ccc(-c3ccc(C(=O)N(C)C)cc3)cc2)[C@@H]1C#N	17	2	-7	5
29	CC1CC(C)(C)NC(=S)N1CCC(=O)N1CCN(c2ccccc2)CC1 (stereo not drawn)	0	-8	-27	-14
30	Oc1ccc(/C=N\Nc2cc(N3CCOCC3)nc(N3CCOCC3)n2)c(O)c1	x	-2	-4	8
31	Nc1nc(N)c(N=O)c(OCC2CCCCC2)n1	8	0	-1	x
32	O=C(NCCCl)c1ccc(OCc2ccccc2)cc1Cl	-11	5	14	-9
33	COc1ccc(Cl)cc1NC(=O)CN1c2ccccc2CC1C (stereo not drawn)	5	2	6	13
34	COc1ccc(S(=O)(=O)N(C)C[C@@H]2Oc3ccc(NC(=O)Nc4cccc5ccccc45)cc3CC(=O)N([C@H](C)CO)C[C@H]2C)cc1	x	2	10	19
35	CC(C)NC(=O)N(C)C[C@H]1Oc2ccc(NC(=O)C3CC3)cc2CC(=O)N([C@@H](C)CO)C[C@@H]1C	x	-5	-5	13
36	CCc1sc(C(=O)Nc2ccc(F)cc2C)cc1C	-5	x	x	1

entry	DENV2 CPE	F508del corr	PAX8 inh HTS	Xi reactivation
25	-1	0.0	10	0.7
26	u	-2.4	14	0.1
27	5	1.9	14	0.2
28	9	-4.4	-10	-0.1
29	12	-4.2	-12	0.3
30	-8	-1.5	87*	0.0
31	0	-0.1	36	0.3
32	5	-1.1	2	-0.1
33	-2	6.0	20	0.0
34	-1	0.7	x	0.0
35	1	-1.3	9	-1.4
36	x	x	-74	0.0

Next section
entry	structure	ARNT-TACC3 inh	ERp5 block	EWS-Fli inh	GSIS activator
37	C/C(=N\NC(=O)c1nnn(-c2nonc2N)c1CSc1ccc(Cl)cc1)c1cccnc1	-9	6	x	7
38	CC(=O)N1CCN(CC(=O)c2ccc(Br)cc2)CC1	-6	1	-2	-2
39	Cn1c(N)c(C(=O)COC(=O)c2ccccc2C(F)(F)F)c(=O)n(C)c1=O	-14	2	3	4
40	Cc1cc(C)c(OCC(=O)NCC2CCCO2)c(C)c1 (stereo not drawn)	-22	1	8	26
41	COc1cc(C2c3cc4c(cc3C(OC3OC5COC(c6cccs6)OC5C(O)C3O)C3COC(=O)C23)OCO4)cc(OC)c1O (stereo not drawn)	1	-2	60*	x
42	CCN(CC(=O)NC1CCS(=O)(=O)C1)S(=O)(=O)c1ccc(Cl)cc1C(F)(F)F (stereo not drawn)	-7	-3	-2	6
43	CC(C)N(CC(N)=O)c1ncnc2sc(-c3ccccc3)cc12	-5	2	19	x
44	CC(C)(C)c1csc(N/N=C/c2ccc(O)cc2)n1	9	4	-80	-15
45	CC(=O)Nc1ccc(NC(=O)C2c3ccccc3Oc3ccccc32)cc1	21	1	6	-2
46	Cc1ccc(S(=O)(=O)N2CCN(C(=O)CC(C)(C)C)CC2)cc1	-27	-4	-1	-2
47	CCN1CCN(C(=O)c2ccc(CN(c3ccccc3)S(=O)(=O)c3ccccc3)cc2)CC1	-10	-2	6	x
48	O=S1(=O)CCOC[C@H](c2ccccc2)N1Cc1ccccc1F	-21	0	-8	-38

entry	DENV2 CPE	F508del corr	PAX8 inh HTS	Xi reactivation
37	4	1.9	-5	0.1
38	-3	x	5	-0.1
39	1	1.3	4	0.0
40	-6	0.6	13	0.0
41	-6	-3.4	69*	1.1
42	3	-0.7	-3	0.3
43	2	-3.8	-7	0.2
44	17	4.8	-95	0.2
45	-5	2.9	5	-0.1
46	-3	-0.8	-1	0.1
47	x	x	16	-0.3
48	17	1.9	-24	0.1

Next compounds
entry	structure	ARNT-TACC3 inh	ERp5 block	EWS-Fli inh	GSIS activator
49	CCC1=C(Nc2ccccc2)COC1=O	x	2	1	x
50	Cc1ccc(C)c(NC(=O)Cn2nc([N+](=O)[O-])c(Br)c2C)c1	-2	2	8	1
51	O=C(C[C@H]1CC[C@H]2NC[C@H](O)COC[C@@H]2O1)NCCN1CCCCC1	9	-2	-6	8
52	Cn1c(=O)c(=O)n(C)c2cc(N3CCCC3)c(NS(=O)(=O)c3ccc(F)cc3)cc21	9	0	x	21
53	C[C@@H]1CN([C@H](C)CO)C(=O)c2cc(NC(=O)C3CCCCC3)ccc2O[C@@H]1CN(C)CC1CC1	16	1	-1	-3
54	CCc1ccc(NC(=O)CCNS(=O)(=O)c2cccs2)cc1	-3	0	-39	1
55	CCOC(=O)C1=CCC(c2ccco2)N(S(=O)(=O)c2ccc(C)cc2)C1 (stereo not drawn)	x	4	6	-8
56	COc1cccc(NC(=O)CSCc2nc3sc(C)c(C)c3c(=O)[nH]2)c1	x	7	-1	-3
57	Cc1ccc(CN2CCCC(C(=O)N3CCCC3)C2)cc1 (stereo not drawn)	-4	-1	9	2
58	CCNC(=O)N(C)[C@H]1C[C@H]2c3[nH]c4c(-c5ccc6c(c5)OCO6)cccc4c3CCN2C(=O)[C@H]1[C@H](C)O	x	-3	-5	-16
59	C[C@@H]1CN([C@@H](C)CO)C(=O)Cc2cc(NC(=O)Nc3ccccc3)ccc2O[C@H]1CN(C)S(=O)(=O)c1ccccc1	0	-1	3	-2
60	c1ccc(/N=C2\N=C(Nc3ccccn3)c3ccccc32)nc1	10	-1	25	26

entry	DENV2 CPE	F508del corr	PAX8 inh HTS	Xi reactivation
49	-4	x	-12	0.0
50	-3	x	40	0.0
51	-1	0.9	-11	0.1
52	-5	0.8	-5	0.2
53	-6	-0.5	x	-0.8
54	12	-1.0	11	0.0
55	-12	1.0	-12	0.0
56	-3	1.8	11	0.1
57	4	0.7	-2	0.2
58	-10	5.2	-3	0.5
59	-8	-0.6	2	0.0
60	1	5.5	79*	2.5
